# Compound activity: PubChem, National Center for Advancing Translational Sciences (NCATS)
# KB-V1 cytotox: qHTS assay for MDR1-selective chemotherapeutics: Primary screen using the drug-selected MDR subline cells KB-V1; AID 1347076, 2019; KB-V1 MDR cells viability, CellTiter-Glo, 72 h; 400,000 tested, 3.4% active; Potency, µM (highest dose often 46.1 µM), for the others: top-dose activity change, negative = cytotoxicity, most hits filed as cytotoxic; further: potency means the concentration at half of the fitted maximal effect; on the % scale 0 is the no-effect control and ±100 the full control effect; nearly all actives have a fitted effect of over 60% in size
#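 KB-V1 cells (P-gp-expressing MDR subline of KB-3-1) in phenol-red-free DMEM with 10% FBS were exposed to library compounds over a concentration series for 72 h at 37 degrees C. Viability read by CellTiter-Glo luminescence; concentration-effect curves fitted after normalization.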
# MCF10A rereplic: A quantitative high throughput screen for small molecules that induce DNA re-replication in MCF 10a normal breast cells. Potency, µM (top dose mostly 46.1 µM), for the others: top-dose activity, positive = re-replication, hits mostly activators. MCF 10A DNA re-replication, Hoechst nuclear intensity, 48 h. 350,000 tested, 2.9% active; further: potency means the concentration at half of the fitted maximal effect; % of control where 0% means no effect; nearly all actives have a fitted effect of over 50% in size
# KB-3-1 tox: qHTS assay for MDR1-selective chemotherapeutics: Primary screen using the parental adenocarcinoma cell KB-3-1; KB-3-1 viability, CellTiter-Glo ATP luminescence, 72 h; Potency, µM (titrated, usually from 46.1 µM), for inactives: top-dose activity change, negative = cytotoxic, usual class: cytotoxic; 400,000 tested, 1.4% active; AID 1347075, 2019; further: potency means the concentration at half of the fitted maximal effect; on the % scale 0 is the no-effect control and ±100 the full control effect; nearly all actives have a fitted effect of over 60% in size
#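 Cytotoxicity measured as CellTiter-Glo luminescence after 72 h at 37 C. Compound titrations were pinned onto drug-naive KB-3-1 parental adenocarcinoma cells grown in DMEM with 10% FBS, and normalized data fitted to concentration-response curves.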
# ATXN2 expr inh: Primary qHTS for Inhibitors of ATXN expression | AID 1745845, 2022 | HEK-293 ATXN2-luciferase reporter, luminescence, 24 h | Potency, µM (highest dose often 57 µM), inactives show top-dose activity change, negative = inhibition, most hits filed as inhibitors | 360,000 tested, 0.72% active; further: potency means the concentration at half of the fitted maximal effect; on the % scale 0 is the no-effect control and ±100 the full control effect; nearly all actives have a fitted effect of over 55% in size
#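 qHTS (up to 57 uM final) was run with 24 h compound exposure of reporter cells at 37 °C. Each well was multiplexed: SteadyGlo luminescence measured ATXN2-luciferase expression after a fluorogenic Gly-Phe-AFC viability readout (25 uM final).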
# HT1080 IDH1KD tx: qHTS for induction of synthetic lethality in tumor cells producing 2HG: qHTS for the HT-1080-IDH1KD cell line. Potency, µM (doses to about 46.1 µM), for the others: at the highest dose activity, negative = toxicity, hits mostly cytotoxic. 360,000 tested, 2% active. HT-1080 IDH1 knockdown viability, ATP luminescence, 48 h. AID 686971, 2013;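 further: potency means the concentration at half of the fitted maximal effect; 0% = DMSO wells and -100% = cell-free medium wells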
#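 CellTiter-Glo luminescence after 48 h compound exposure at 37 degrees C of IDH1-knockdown HT-1080 cells in 5% FBS RPMI. %Activity scaled between DMSO wells and cell-free media wells, with curves fitted and assigned curve classes.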
# WRN inhibitor: qHTS for Inhibitors of WRN Helicase | Bifunctional 3'-5' exonuclease/ATP-dependent helicase WRN (Homo sapiens), Q14191 | WRN helicase unwinding, fluorescent forked duplex, kinetic | Potency, µM (titrated, usually from 114 µM), for inactives: at the top dose activity change, negative = inhibition, hits mostly inhibitors | 360,000 tested, 0.46% active; further: potency means the concentration at half of the fitted maximal effect; on the % scale 0 is the no-effect control and ±100 the full control effect; nearly all actives have a fitted effect of over 55% in size
# Target sequence (Q14191 whole entry, looked up): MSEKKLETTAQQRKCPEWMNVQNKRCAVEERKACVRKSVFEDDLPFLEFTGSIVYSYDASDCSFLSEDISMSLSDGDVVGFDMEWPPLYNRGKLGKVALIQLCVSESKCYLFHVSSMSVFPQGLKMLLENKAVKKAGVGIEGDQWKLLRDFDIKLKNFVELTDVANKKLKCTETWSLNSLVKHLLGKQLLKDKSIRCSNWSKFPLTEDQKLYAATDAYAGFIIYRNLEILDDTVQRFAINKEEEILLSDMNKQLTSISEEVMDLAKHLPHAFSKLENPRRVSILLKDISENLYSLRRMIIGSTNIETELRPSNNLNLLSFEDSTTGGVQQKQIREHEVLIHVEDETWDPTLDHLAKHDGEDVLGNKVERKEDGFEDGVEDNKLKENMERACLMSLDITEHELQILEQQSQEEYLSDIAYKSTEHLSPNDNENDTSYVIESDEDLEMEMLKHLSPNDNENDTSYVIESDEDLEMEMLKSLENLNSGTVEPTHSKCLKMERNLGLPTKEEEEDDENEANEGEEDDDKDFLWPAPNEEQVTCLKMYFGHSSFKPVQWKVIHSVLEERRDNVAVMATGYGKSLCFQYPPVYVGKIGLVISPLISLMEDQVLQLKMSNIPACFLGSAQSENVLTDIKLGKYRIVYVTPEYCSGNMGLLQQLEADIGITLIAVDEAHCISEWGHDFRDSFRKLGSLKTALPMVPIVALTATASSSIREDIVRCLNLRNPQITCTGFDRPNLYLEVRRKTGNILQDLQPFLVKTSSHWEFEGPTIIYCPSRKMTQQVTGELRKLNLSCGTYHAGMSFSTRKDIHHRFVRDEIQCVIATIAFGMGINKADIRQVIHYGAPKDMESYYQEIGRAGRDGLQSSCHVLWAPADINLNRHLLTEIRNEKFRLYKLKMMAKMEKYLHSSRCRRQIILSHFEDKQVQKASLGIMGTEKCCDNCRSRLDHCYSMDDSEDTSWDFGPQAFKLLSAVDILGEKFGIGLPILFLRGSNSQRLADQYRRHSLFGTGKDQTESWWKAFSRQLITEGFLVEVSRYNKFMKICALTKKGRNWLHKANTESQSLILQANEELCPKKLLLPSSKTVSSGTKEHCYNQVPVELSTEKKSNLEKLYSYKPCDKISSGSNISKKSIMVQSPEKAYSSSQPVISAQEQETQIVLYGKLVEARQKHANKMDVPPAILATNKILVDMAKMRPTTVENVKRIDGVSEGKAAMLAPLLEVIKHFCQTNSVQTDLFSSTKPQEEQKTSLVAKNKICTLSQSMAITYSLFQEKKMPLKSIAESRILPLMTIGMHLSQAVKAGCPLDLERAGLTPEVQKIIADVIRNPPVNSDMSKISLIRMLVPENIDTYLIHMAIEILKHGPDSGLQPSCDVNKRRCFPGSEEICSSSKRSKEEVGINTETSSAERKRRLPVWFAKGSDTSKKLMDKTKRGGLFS
#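 Enzyme (20 nM final) and test compound sit together 15 min at room temperature before substrate addition. Substrate is a single-forked duplex oligonucleotide (100 nM) labelled with fluorophore and quencher, with 2 mM ATP; helicase unwinding raises red fluorescence, read kinetically.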
# HT1080NT lethal: qHTS for induction of synthetic lethality in tumor cells producing 2HG: qHTS for the HT-1080-NT fibrosarcoma cell line | HT-1080-NT fibrosarcoma viability, CellTiter-Glo ATP luminescence, 48 h | Potency, µM (doses to about 46.1 µM), inactives show at the highest dose activity, negative = less viability, usual class: cytotoxic | 360,000 tested, 1.6% active | AID 686970, 2013;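 further: NT is the 2HG producing partner of a matched IDH1 knockdown line; potency means the concentration at half of the fitted maximal effect; 0% = DMSO-treated cells and -100% = media-only wells without cells; nearly all actives have a fitted effect of over 55% in size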
#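 Fibrosarcoma NT cells, 750 per well in 5% FBS RPMI, were exposed to compound for 48 hours. Viability: CellTiter-Glo luminescence.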
# IL1B secr inh: qHTS for Inhibitors of Inflammasome Signaling: IL-1-beta AlphaLISA Primary Screen; THP-1 LPS/ATP IL-1B secretion, AlphaLISA, 16 h; active compounds read low; 360,000 tested, 4.7% active; activity change, % at 57.5 µM; in the data active means activity change below about -50%; inconclusive means mostly about -30% to -49%; further: on the % scale 0 is the no-effect control and ±100 the full control effect
#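 Secreted IL-1B measured by AlphaLISA bead assay after 16 h compound exposure of THP-1 cells; compounds (final up to 57.5 uM) added 1 h before LPS (250 ng/mL) and ATP (1.25 mM) stimulation; lower signal means less secretion.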
# SW480 rerep: A quantitative high throughput screen for small molecules that induce DNA re-replication in SW480 colon adenocarcinoma cells; SW480 DNA re-replication, Hoechst DNA content imaging, 48 h; Potency, µM (top dose mostly 46.1 µM), for the others: at the highest dose re-replication activation, most hits filed as activators; 340,000 tested, 1.8% active; AID 624297, 2012; further: potency means the concentration at half of the fitted maximal effect; % of control where 0% means no effect; nearly all actives have a fitted effect of over 55% in size
#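 Cells (250 per well) received 23 nL compound or DMSO by pin tool and were kept 48 hr at 37 C, 5% CO2. Nuclei were then stained with Hoechst for 40 min and scanned for DNA content.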
# An asterisk follows results filed as active; ? = inconclusive; . = not tested or not shown; & = joins results of further samples; [ ] = remark or other dose. Unless noted, the call rests on the fitted dose curve; in most records, active means well fitted curve in the direction sought with a large enough effect; inconclusive means small, poorly fitted or top-dose-only effect, or another doubt; inactive means no such curve, though single readings can be large; an effect the other way counts as inactive or inconclusive.
no.	Compound	HT1080 IDH1KD tx	MCF10A rereplic	IL1B secr inh	ATXN2 expr inh	SW480 rerep	HT1080NT lethal	WRN inhibitor	KB-V1 cytotox	KB-3-1 tox
1	O=C(c1ccc(CS(=O)(=O)c2ccc(Br)cc2)o1)N1CCOCC1	3%	14%	-2	8%	2%	0%	-2%	16%	5%
2	CCOC(=O)N1CCN(CC(O)COc2ccccc2C(C)CC)CC1 (stereo unspecified)	2%[9.24 µM]	9%	-2	-7%	-4%	12%	0%	?	8%
3	CCN(CC)S(=O)(=O)c1ccc(C(=O)Nc2ccc3c(c2)OCO3)cc1	-2%	-60%[inhibitor]	-22	-13%	-24%	-2%	-6%	-30%	?
4	Cc1ccc(S(=O)(=O)N2CCCC2CNC(=O)C(=O)NC2CC2)cc1 (stereo unspecified)	0%	-27%	33	10%	-3%	14%	2%	0%	-2%
5	CC(=C1C(=O)c2ccccc2C1=O)N1CCc2ccccc2C1	0%	-19%	17	26%	-3%	-6%	-17%	-2%	23%
6	Cc1cnc(NC(=O)COc2cccc3c2OC(C)(C)C3)s1	6.5µM*	?	-9	19%	0%	-11%	6%[57.1 µM]	?	?
7	COc1ccc(C(=O)C[n+]2ccc3c(c2)nc(-c2ccc(OC)cc2OC)n3C)cc1	?	?	?	-11%	1%	-14%	6%	27%	15µM*
8	Cc1ccc2c(c1)N(Cc1ccncc1)C(=O)C(C)O2 (stereo unspecified)	14%	11%	-8	4%	-11%	3%	-1%	?	-1%
9	c1coc(-c2cc3nc(NC4CCCCC4)ccn3n2)c1	-1%	.	-7	57%[activator]	.	20%	-11%	2%	0%
10	NS(=O)(=O)c1ccc(CNC(=O)/C=C/c2ccc(S(=O)(=O)N3CCOCC3)cc2)cc1	9%	1%	2	-17%	19%	4%	-1%	0%	23%
11	CCOC(=O)[C@H]1NN=C(C(=O)OC)[C@@H]1c1ccccc1	-1%	?	0	-8%	?	0%	-20%	0%	-20%
12	Cc1ccc(N(C)S(=O)(=O)c2cc(-c3cnc(C4CC4)o3)ccc2C)cc1	-4%	23µM*	25	?	28%	3%	-5%	-19%	?
13	O=C(CN1C(=O)NC2(CCCC2)C1=O)NCCc1ccccc1	-2%	-1%	0	4%	14%	1%	7%	-18%	-3%
14	O=C(CSc1nnc(-c2ccco2)o1)N1c2ccccc2CCc2ccccc21	-1%	-7%	-62*	-23%	-8%	-26%	6%	?	-20%
15	O=C(COC(=O)c1ccco1)NCC1CCCO1 (stereo unspecified)	9%	-4%	3	2%	-2%	17%	6%	3%	-11%
16	Cc1ccc(-n2ccnc(SCC(=O)NC3CCCCC3)c2=O)cc1F	-2%	?	-5	-21%	?	-4%	-10%	-13%	0%
17	Cc1ccc(C)c(OCCC(=O)OCC(=O)c2ccc3c(c2)NC(=O)CO3)c1	0%	0%	12	-9%	-3%	2%	0%	4%	5%
18	Cc1noc(C)c1C(=O)OC(C)C(=O)Nc1ccc2c(c1)OCO2 (stereo unspecified)	5%	-2%	-2	.	-10%	-1%	13%	7%	-1%
19	O=C(Nc1cc(=O)[nH]c2ncnn12)c1ccc(Cl)cc1Cl	1%	-9%	40	-5%	1%[9.22 µM]	7%	-20%	5%	-3%
20	COc1ccc(OC)c(-c2csc(NC(=O)CN3C(=O)NC4(CCCC4)C3=O)n2)c1	-26%	-21%	?	-7%	-44%[inhibitor]	-29%	-12%	-3%	-21%
21	CCOC(=O)C1CCN(Cc2ccc(N(C)C)cc2)CC1	6%	1%	0	-3%	-4%	11%	14%	?	7%
22	O=C(Cc1csc(NC(=O)Nc2ccc(Cl)cc2)n1)NC1CCCC1	-8%	?	-53*	3%	-6%	?	-9%	?	?
23	Cc1nnc(Sc2cc(C(=O)NCCCOC(C)C)c3ccccc3n2)s1	-7%	-4%	3	7%	-5%	0%	-5%	-8%	-14%
24	O=C(Cc1cc(=O)[nH]c(=O)[nH]1)NCc1ccccc1	0%	1%	14	-5%	13%	0%	6%	-27%	-5%
25	CSc1cccc(NC(=O)CCCOc2cc(=O)n(C)c3ccccc23)c1	-10%	.	-19	24%	.	0%	2%	-25%	0%
26	CN(CCO)c1cc(N2CCCCC2)c2nonc2c1[N+](=O)[O-]	-2%	-3%	24	-7%	-11%	-5%	-16%	-21%	-12%
27	CCCN=C1N(C)C[C@@H]2[C@@H]3C(=O)N(Cc4ccccc4)C(=O)[C@@H]3[C@](Cc3ccccc3)(C(=O)OC)N12	-1%	-9%	0	-2%	10%	3%	-2%	0%	0%
28	COc1cccc(OC)c1C(=O)Nc1ccccc1N1CCCC1	-8%	21%	-12	-2%	-6%	-1%	9%[57.1 µM]	-13%	12%
29	O=C(CN1CCN(Cc2ccccc2)CC1)N1CCN(c2ccccc2)CC1	19%	-2%	-5	.	22%	-6%	-4%	-15%	0%
30	O=C(Cc1cccc2ccccc12)N1CC[C@@]2(O)CCCC[C@H]2C1	-2%	0%	0	4%	-145%[inhibitor]	15%	12%	-29%	27%

# Of the compounds above, 4 have a halogen.
no.	Compound	HT1080 IDH1KD tx	MCF10A rereplic	IL1B secr inh	ATXN2 expr inh	SW480 rerep	HT1080NT lethal	WRN inhibitor	KB-V1 cytotox	KB-3-1 tox
1	O=C(c1ccc(CS(=O)(=O)c2ccc(Br)cc2)o1)N1CCOCC1	3%	14%	-2	8%	2%	0%	-2%	16%	5%
16	Cc1ccc(-n2ccnc(SCC(=O)NC3CCCCC3)c2=O)cc1F	-2%	?	-5	-21%	?	-4%	-10%	-13%	0%
19	O=C(Nc1cc(=O)[nH]c2ncnn12)c1ccc(Cl)cc1Cl	1%	-9%	40	-5%	1%[9.22 µM]	7%	-20%	5%	-3%
22	O=C(Cc1csc(NC(=O)Nc2ccc(Cl)cc2)n1)NC1CCCC1	-8%	?	-53*	3%	-6%	?	-9%	?	?

# The results go on:
no.	Compound	HT1080 IDH1KD tx	MCF10A rereplic	IL1B secr inh	ATXN2 expr inh	SW480 rerep	HT1080NT lethal	WRN inhibitor	KB-V1 cytotox	KB-3-1 tox
31	COc1cc(C=O)c(Cl)cc1OCC(N)=O	4%	9%	15	9%	5%	8%	-2%	2%	-19%
32	O=C(c1ccccc1)C(Cn1cncn1)C(Sc1ccccc1)c1ccccc1 (stereo unspecified)	-24%	13%	-11	?	?	-20%	-4%	?	?
33	CC(=O)c1cccc(NC(=O)C2CCN(S(=O)(=O)c3ccccc3)CC2)c1	5%	1%	3	-2%&-3%	-2%	6%	2%	-8%&-17%	-21%&4%
34	COc1cccc2c1Oc1ncccc1N(C(=O)CCC(=O)NCc1cccc(C)c1)C2	0%	-6%	11	.	-5%	6%	-6%[11.6 µM]	-13%	-1%
35	CC(=O)Nc1ccc(NC(=O)c2nc(-c3ccccc3)oc2C)cc1	16%	-2%	-23	7%	-12%	10%	1%	11%	15%
36	COc1ccc(C(=O)N/C(=C\c2cn(S(=O)(=O)N(C)C)c3ccccc23)C(=O)N2CCOCC2)cc1	-2%	1%	-14	1%	-4%	-1%	-7%	-29%	-22%
37	COc1cc2c3nnc(-c4ccc(F)cc4)c-3cn(Cc3cccc(C)c3)c2cc1OC	-7%	?	-98*	?	21µM*	-11%	1%	4%	?
38	CCC(=O)NC(C)c1nc2ccccc2n1C (stereo unspecified)	16%	6%	-15	186%[activator]	-14%	15%	3%	6%	-5%
39	Cc1nn(C)c(Cl)c1C(N)=O	17%	-1%	11	0%	-3%	11%	4%	0%	14%
40	CCNC(=S)N1CCN(S(=O)(=O)c2ccc(C)c(C)c2)CC1	-1%	22%	3	.	7%	-8%	-4%	-8%	-11%
41	Cc1cccc(NC(=O)CSCc2cc(=O)n3ccsc3n2)c1C	20%	3%	-1	-1%	-1%	3%	-3%	8%	-4%

# For reference, some entries already given.
no.	Compound	HT1080 IDH1KD tx	MCF10A rereplic	IL1B secr inh	ATXN2 expr inh	SW480 rerep	HT1080NT lethal	WRN inhibitor	KB-V1 cytotox	KB-3-1 tox
38	CCC(=O)NC(C)c1nc2ccccc2n1C (stereo unspecified)	16%	6%	-15	186%[activator]	-14%	15%	3%	6%	-5%
39	Cc1nn(C)c(Cl)c1C(N)=O	17%	-1%	11	0%	-3%	11%	4%	0%	14%
40	CCNC(=S)N1CCN(S(=O)(=O)c2ccc(C)c(C)c2)CC1	-1%	22%	3	.	7%	-8%	-4%	-8%	-11%

# Values by screen from the entries so far:
# Compounds 34–38 in IL1B secr inh: 11, -23, -14, -98*, -15
